Calpain2 inh: inhibitors of pig calpain II, primary screen, biochemical, fluorogenic peptide substrate, 1536-well; purified calpain II, 30 min; inhibition, % at 16 µM; 220,000 compounds, 0.37% hits;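 active means inhibition above about 50%, limit read from the data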
PPC-1+TRAIL kill: compounds killing PPC-1 cancer cells with TRAIL present, primary screen, TRAIL potentiator project, ATPLite luminescence, uHTS; PPC-1 cells + TRAIL, ATPLite viability luminescence; AID 1443, 2008; cell killing (% activity), % at 4 µM; 220,000 compounds, 0.41% hits;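 active means cell killing above 50% in the first pass at 4 µM, then a duplicate retest at 5 µM averaging 50% or more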;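 further: plate controls were cells with TRAIL plus DMSO for no effect and medium-only wells lacking cells for full effect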
Tb hexokinase: Trypanosoma brucei hexokinase 1 inhibitors, primary screen, biochemical, G6PDH-coupled NADH absorbance, MLSCN library; hexokinase 1 [Trypanosoma brucei]; recombinant TbHK1, G6PDH-coupled NADH A340; inhibition, % at 10 µM; 220,000 compounds, 0.11% hits; AID 1430, 2008;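 active means inhibition of 50% or more in the single-dose primary screen; inactive means inhibition below 50%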
EBV gp42 inh: Epstein-Barr virus gp42 inhibitors, primary screen, biochemical, uHTS, fluorescence polarization | Fluorescence polarization binding assay, mP read-out | inhibition, % (tested at 21.74 µM) | 220,000 compounds, 0.42% hits; in the data active means inhibition above about 50%
Target sequence (Q1HVG2 whole entry, looked up): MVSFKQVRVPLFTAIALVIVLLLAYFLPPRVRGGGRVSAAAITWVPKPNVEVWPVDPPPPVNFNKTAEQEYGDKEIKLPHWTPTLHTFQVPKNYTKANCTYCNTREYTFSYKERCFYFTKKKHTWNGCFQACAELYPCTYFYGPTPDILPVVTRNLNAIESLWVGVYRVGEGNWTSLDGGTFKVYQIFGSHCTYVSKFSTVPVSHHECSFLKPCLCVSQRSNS
zfTRPN1 agonist: zebrafish TRPN1 channel agonists, primary screen, cell-based, HEK293, calcium fluorescence. AID 1424, 2008. transient receptor potential cation channel N1 (TRPN1/NompC), Danio rerio. activation, % at 3 µM. 220,000 compounds, 0.18% hits. HEK293 zebrafish TRPN1-YFP, Fluo-8 calcium fluorescence; 100% = response to 87 µM carbachol;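 active means activation above its plate's cutoff, the mean activation of test wells on that plate plus 3 SD, cut at about 19% in these data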;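 further: 0% = DMSO alone and 100% = 87 µM carbachol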
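Material: zebrafish TRPN1-YFP in HEK293 cells. Doses: one dose of 3 µM, 0.3% DMSO. Incubation: dye 1 h 37 °C plus 30 min RT. Measured by: intracellular calcium fluorescence with Fluo-8.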
KCC2 mod: KCC2 cotransporter modulators, thallium flux, primary screen, cell-based, HEK293 KCC2, FluoZin-2 fluorescence, MLSMR | 190,000 compounds, 2.2% hits | AID 1456, 2008 | B-score of Tl+ flux slope (higher = more flux/activation; lower = inhibition) at 10 µM | KCC2 cells, thallium flux FluoZin-2 fluorescence | Solute carrier family 12 member 5 (Homo sapiens), Q9H2X9;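 active means thallium flux slope and its plate-corrected score both differing from the plate sample mean at a set confidence after two filtering rounds, in either direction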;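 further: slope of fluorescence scaled to starting intensity during 10 to 20 s after thallium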
TRPML3 ag: human TRPML3 channel agonists, primary screen, cell-based, HEK293 TRPML3-YFP, Fluo-8 calcium fluorescence, 3 µM | 100% = the carbachol control signal | 220,000 compounds, 0.29% hits | Mucolipin-3 (Homo sapiens), Q8TDD5 | activation, % at 3 µM;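 active means activation above its plate's cutoff, the mean activation of the plate's test wells plus 3 SD, cut at about 12% in these data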;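 further: 0% = DMSO only wells and 100% = carbachol wells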
Target sequence (Q8TDD5 whole entry, looked up): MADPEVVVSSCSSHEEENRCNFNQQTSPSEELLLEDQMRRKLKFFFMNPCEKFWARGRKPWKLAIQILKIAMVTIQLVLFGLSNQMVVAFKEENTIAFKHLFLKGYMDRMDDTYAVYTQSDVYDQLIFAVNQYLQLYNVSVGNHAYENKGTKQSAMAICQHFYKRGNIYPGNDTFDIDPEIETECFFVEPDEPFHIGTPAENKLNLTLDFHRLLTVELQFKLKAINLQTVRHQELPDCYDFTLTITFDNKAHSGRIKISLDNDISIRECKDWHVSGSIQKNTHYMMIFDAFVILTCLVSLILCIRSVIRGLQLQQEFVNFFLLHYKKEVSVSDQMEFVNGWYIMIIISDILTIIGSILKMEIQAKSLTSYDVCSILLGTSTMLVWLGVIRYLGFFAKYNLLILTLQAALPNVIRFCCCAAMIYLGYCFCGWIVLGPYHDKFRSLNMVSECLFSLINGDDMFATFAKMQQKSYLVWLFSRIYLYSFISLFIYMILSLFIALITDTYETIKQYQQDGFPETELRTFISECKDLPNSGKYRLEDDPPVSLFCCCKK
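Material: HEK293 cells stably carrying human TRPML3-YFP; compound dosing: single dose, 3 µM final nominal compound, 0.3% DMSO final; incubation: 1-h 37 °C dye load, 5-s basal, 120-s post-compound reads; technique: Fluo-8 intracellular calcium fluorescence, excitation 470-495 nm, emission 515-575 nm; read-out basis: percent activation from peak-to-basal fluorescence ratio, scaled between DMSO and carbachol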
thrombin 1536: human alpha-thrombin inhibitors, primary screen, counter-screen for coagulation protease inhibitor project, biochemical, 1536-well, fluorogenic AMC substrate | Prothrombin (Homo sapiens), P00734 | Boc-VPR-AMC fluorogenic substrate cleavage | inhibition, % at 5 µM | 220,000 compounds, 0.26% hits | AID 1046, 2008;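 active means inhibition at or above 40%; inactive means inhibition below 40%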;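 further: 0% = enzyme with no compound and 100% = wells without enzyme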
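System – human alpha-thrombin · Medium – pH 7.5 Tris (50 mM) with NaCl 150 mM, Tween 20 0.05% · Compound – single-point dosing at 5 µM, 0.2% DMSO · Incubation – enzyme reaction carried out at room temperature · Technique – fluorescence of released AMC, ex 355 nm, em 460 nm · Read-out basis – % inhibition of thrombin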
Furin inhibitor: human furin inhibitors, primary screen, biochemical, fluorescence intensity; P09958; purified furin, fluorogenic substrate cleavage; inhibition, % at 30 µM; 220,000 compounds, 0.061% hits; AID 463115, 2010; in the data active means inhibition above about 25%; further: inactives centre near -15
Starred values were filed as active, the others as inactive; . = no result given; [ ] = remark or other dose.

SMILES	Calpain2 inh	PPC-1+TRAIL kill	Tb hexokinase	EBV gp42 inh	zfTRPN1 agonist	KCC2 mod	TRPML3 ag	thrombin 1536	Furin inhibitor
O=C(C1CC1)N1CCc2cc(Br)cc(S(=O)(=O)N3CCCCCC3)c21	14.6	8.8	-3.4	-11.4	0.8	-1.53	0.2	4.8	-9.9
COc1ccc(NC(=O)CN(C)CC(=O)Nc2ccc(Cl)cc2F)cc1	33.0	20.1	0.5	-11.7	-0.7	-0.0752	0.0	0.3	-19.7
COc1cccc(C2c3c(oc4ccccc4c3=O)C(=O)N2CCCN(C)C)c1OC (stereo not drawn)	-40.8	1.4	37.1	-15.3	-0.7	.	0.3	3.1	-8.4
COc1ccccc1NC(=S)NC(NC(=O)c1ccco1)C(Cl)(Cl)Cl (stereo not drawn)	-6.9	20.9	2.6	12.2	-0.3	0.0152	0.4	-7.0	-15.5
Cc1cc(-n2c(C)cc(C(=O)CSc3nnnn3-c3ccc(Cl)cc3)c2C)no1	16.1	10.8	-6.2	-15.3	0.2	-0.327	0.0	2.8	-25.4[20 µM]
CC(C)c1ccc2occ(-c3nn[nH]n3)c(=O)c2c1	-0.1	13.0	3.2	-5.5	1.0	0.623	0.6	-1.6	-19.0
Cc1ccc(C(=O)NCc2nnc(SCC(=O)Nc3sc4c(c3C#N)CCCC4)n2C)cc1	-69.2	15.5	-4.2	-24.1	-1.5	-0.272	0.3	-0.5	-10.8[20 µM]
C/C(N)=C(/C#N)C(=O)COC(=O)C1Cc2ccccc2CN1S(C)(=O)=O (stereo not drawn)	-10.9	16.9	1.2	0.6	0.3	0.212	0.9	3.2	-18.5
Cc1cc(C)cc(NC(=O)N2CCCC2C(=O)Nc2ccc(-n3cnnn3)c(C)c2)c1 (stereo not drawn)	3.9	10.8	-1.7	-11.6	0.6	-0.595	-0.2	2.6	-17.6[20 µM]
OC(CNCCc1ccc(Cl)cc1)COc1ccc2ccccc2c1 (stereo not drawn)	33.2	-12.5	23.6	1.3	1.5	0.502	2.1	-8.4	-14.4
Cc1ccc(-c2nc(CS(=O)CC(=O)NCc3ccccc3)c(C)o2)cc1 (stereo not drawn)	-7.8	14.7	-3.0	-10.7	-0.9	.	0.0	2.0	-28.9
C#Cc1ccc(C(=O)Nc2ccc(N3CCC(C)CC3)c(C(N)=O)c2)cc1	-28.9	0.3	-1.5	-0.9	0.0	.	-1.2	1.1	-25.1
O=C(NC1CCCC1)c1ccccc1-c1ccccc1	19.1	10.4	6.0	6.2	-0.4	0.307	0.4	0.3	-3.0
C=CCc1cccc2cc(C(=O)N3CCN(C(=O)c4ccco4)CC3)c(=O)oc12	-0.6	3.7	-16.1	-26.4	-0.1	.	0.0	0.8	-14.2[20 µM]
Cc1ccc(C(=O)Nc2cc(Cl)ccc2N2CCCCC2)s1	7.0	-6.3	-8.6	-8.7	1.0	0.399	0.6	1.4	-6.5[20 µM]
CCc1nccn1S(=O)(=O)c1cc(Br)ccc1OC	7.0	14.8	-10.0	-13.0	0.4	.	0.7	0.9	-10.5[20 µM]
NS(=O)(=O)c1ccc(C(=O)Nc2ccc(-c3nc4cccnc4s3)cc2)cc1	-88.7	15.9	-12.7	-17.2	3.2	0.572	0.5	0.0	-12.9
COc1ccc(/C=N/NC(=O)c2c(C)nnn2-c2nonc2N)cc1OC	-47.6	12.3	-24.9	3.5	1.4	0.337	-0.2	-3.4	-22.3
CCOc1ccc(N(CC(=O)NCC2CCCO2)S(=O)(=O)c2ccc(Cl)cc2)cc1 (stereo not drawn)	-20.2	16.7	-6.8	-14.7	-1.0	-0.0721	0.4	4.0	-11.3[20 µM]
COc1ccc(C(=O)C2CCCN(C(=O)COc3ccc(C(C)=O)cc3)C2)cc1F (stereo not drawn)	-20.6	32.8	2.2	6.9	3.7	-0.663	3.4	-6.5	-16.1
O=C(Nc1ncn[nH]1)c1ccc(Cl)c(S(=O)(=O)Nc2ccc(Cl)cc2)c1	-2.0	6.7	32.7	-16.4	-0.2	0.035	0.8	-4.8	-16.7
Cc1c(NC(=O)c2noc3c2CCc2ccccc2-3)c(=O)n(-c2ccccc2)n1C	.	.	-8.1	.	0.2	-3.35*	0.5	.	-18.0
CCOCCc1nnc(NC(=O)Cc2c(F)cccc2Cl)s1	-11.7	19.8	0.8	-23.3	1.5	-0.848	-1.1	-3.8	-18.5
Cc1cccc(N2CCN(Cc3cnc(Cl)s3)CC2C)c1 (stereo not drawn)	25.1	13.3	-2.1	-13.3	-1.7	0.497	0.5	-1.3	-1.9
CC(C)C(=O)NNc1nc2ccccc2s1	-7.8	10.8	5.3	-5.8	0.5	0.197	0.0	-1.4	-18.7[20 µM]
C#CCSc1nnc(-c2ccc(OC)cc2)o1	-28.6	19.0	-6.1	-3.5	0.4	.	1.1	-12.9	-14.1[20 µM]
COc1cccc(N2CCN(C(=O)c3c(C)nn(-c4ccccc4)c3C)CC2)c1	32.5	4.5	2.2	-13.9	1.2	0.641	1.1	-21.4	-7.9
CC(C)(C)c1ccc(C(=O)Nc2ccc(Cl)cc2)cc1	11.5	22.2	-10.6	-13.6	1.8	-0.0589	1.1	-13.3	-9.0
COc1ccccc1NC(=O)N(Cc1ccc2c(c1)OCO2)Cc1nc2ccccc2c(=O)[nH]1	-17.6	6.8	-3.1	-13.2	-0.9	-0.653	1.0	-7.2	-23.5
Cc1cccc2cc(=O)[nH]c(C)c12	-4.8	22.0	-2.8	-33.8	2.0	.	0.7	1.1	-5.3
O=C(NCC1CCCO1)Nc1cc(Cl)cc(Cl)c1 (stereo not drawn)	6.9	-5.2	12.0	11.2	0.8	-0.032	1.1	-4.8	-3.6
O=C(NCCOc1ccccc1F)Nc1ccc(Br)cc1	1.1	8.4	-8.4	-11.8	1.1	0.909	1.2	0.7	-21.7
CCOC(=O)Cc1csc(NC(=O)Cc2ccccc2)n1	-2.5	.	-1.7	3.9	1.1	-0.28	0.4	12.4	-18.6
CC(C)CC(NC(=O)C1CCC(C)CC1)C(=O)NCc1ccco1 (stereo not drawn)	-11.1	-6.8	0.6	-4.8	-0.8	0.335	-0.2	-0.8	-23.4
CCCn1c(N)cc(=O)n(C)c1=O	-1.8	17.1	-9.0	-0.2	2.6	-0.901	0.3	-1.0	-16.8
Cc1c(NC(=S)N2CCN(c3cccc(Cl)c3)CC2)c(=O)n(-c2ccccc2)n1C	35.8	19.4	6.0	4.2	0.6	-0.457	1.1	1.7	-15.4
Cc1ccc(S(=O)(=O)N(C(=O)c2ccncc2)c2ccc(OC(=O)c3ccncc3)cc2)cc1	-4.2	5.5	28.5	-12.0	-1.0	-1.13	-0.2	16.8	-9.6
O=C(Cn1c(=O)oc2ccccc21)NCc1ccco1	-4.8	-2.8	-5.1	-15.8	-0.2	1.03	0.5	-20.1	-8.3
CCOC(=O)C1(CCCc2ccccc2)CCN(C(=O)C2CCCO2)CC1 (stereo not drawn)	26.1	5.3	2.5	-8.8	1.5	-1.42	0.5	-1.5	-12.9
CNC(=S)N/N=C(\C)c1ccc(C)c(C)c1	3.1	19.6	1.1	-9.2	-0.3	5.14*	-0.2	-5.2	-12.9
Cc1ccc(SCc2nc(-c3cccnc3)no2)cc1	-4.8	22.6	-2.8	-18.6	-1.6	-0.0406	-1.6	0.7	-10.5[20 µM]
Cc1cc(NC(=O)c2ccc3c(c2)OCCO3)ccc1NC(=O)c1ccco1	-4.5	51.4*[5 µM]	0.2	-1.7	2.0	-0.521	0.7	-8.7	-12.6
Cc1nnc(NC(=O)c2sc3nc(-c4cccs4)cc(C(F)(F)F)c3c2N)s1	-205.6	1.1	-20.4	-18.0	6.9	-0.741	2.7	-3.9	2.7[20 µM]
O=c1cc(O)nc(SCc2ccccc2)n1-c1ccc(F)cc1	1.5	2.4	0.5	8.8	0.7	.	0.7	0.4	-17.8[20 µM]
O=c1c2sccc2nc(SCc2ccc([N+](=O)[O-])cc2)n1Cc1ccccn1	11.6	0.2	-6.2	14.6	0.7	-1.32	0.2	-3.3	-9.9

The final 2 records of the part before come first, to join the parts:
SMILES	Calpain2 inh	PPC-1+TRAIL kill	Tb hexokinase	EBV gp42 inh	zfTRPN1 agonist	KCC2 mod	TRPML3 ag	thrombin 1536	Furin inhibitor
O=c1cc(O)nc(SCc2ccccc2)n1-c1ccc(F)cc1	1.5	2.4	0.5	8.8	0.7	.	0.7	0.4	-17.8[20 µM]
O=c1c2sccc2nc(SCc2ccc([N+](=O)[O-])cc2)n1Cc1ccccn1	11.6	0.2	-6.2	14.6	0.7	-1.32	0.2	-3.3	-9.9
COc1ccc(CC(=O)Nc2cccc(-c3nnc(-c4cccc(C)c4)o3)c2)cc1OC	-67.8	25.7	-5.4	-5.0	7.1	-1.71	2.7	-6.0	-14.0
CCCCCCNC(=O)c1cccc(-c2ccc(C)c3ccccc23)n1	37.2	15.4	14.8	-0.4	-0.8	0.824	0.6	-1.8	-1.3
CCCC(C)NC(=O)c1cc(C(=O)OC)cc([N+](=O)[O-])c1 (stereo not drawn)	21.2	9.7	1.6	6.8	0.5	-0.468	0.3	-0.1	-6.9
CC(=O)c1c(C)[nH]c(C(=O)N2CCN(C(=O)c3ccco3)CC2)c1C	-18.8	-3.1	-4.2	10.9	1.1	0.709	0.6	2.2	-16.9[20 µM]
CC(=O)n1cc([C@@H]2C=C(C(=O)N3CCOCC3)O[C@H](OCc3ccc(CO)cc3)C2)c2ccccc21	2.9	4.9	-14.0	-9.1	-0.2	-0.695	1.0	-9.6	-17.8
COc1ccc(OC)c(NC(=O)C2C3CCC(O3)C2C(=O)O)c1 (stereo not drawn)	20.7	12.9	3.0	-4.0	1.7	0.782	0.4	-2.3	-18.9
Cc1cccc(N=C(N2CCOCC2)P(=O)(N2CCOCC2)N2CCOCC2)c1	-8.2	6.1	0.2	-20.6	-1.1	0.886	0.3	2.9	8.6[20 µM]
COc1ccccc1NC(=O)Nc1ccc(N2CCOCC2)cc1	-0.7	-7.5	1.7	-4.8	-0.5	0.496	0.2	-8.2	-19.1
CCOc1ccccc1NC(=O)C1CCN(C(=O)Cc2ccccc2)CC1	2.5	14.3	-2.0	9.9	0.0	0.362	-0.1	-7.0	-13.4
O=c1[nH]c2ccccc2nc1-c1cccs1	.	3.1	-5.3	.	-0.5	0.127	-0.2	-7.3	-27.5
Clc1ccc(COc2ccccn2)c(Cl)c1	-22.8	24.6	-0.4	-23.8	-1.4	0.62	0.6	-6.7	-13.2[20 µM]
